Screening results deposited in PubChem BioAssay by several laboratories.
Yp Topo-I inh: blocks Yersinia pestis topoisomerase I activity; Y. pestis Topo-I cleavage product accumulation, plate reader; activity, % at 10 µM; 360,000 compounds, 0.064% hits; AID 504884; in the data active = activity above about 50%, passing the limit was not always enough; also: inactives centre near 2
3CLpro inhibitor: SARS-CoV 3CLpro protease inhibition; P0C6X7; recombinant SARS-CoV 3CLpro, quenched FRET peptide cleavage; inhibition, % at 6 µM; 290,000 compounds, 0.14% hits; in the data active = inhibition above about 12%
MazEF act: increases E. coli MazEF RNase cleavage of RNA | P0AE70 | FAM/BHQ RNA-DNA oligo cleavage fluorescence, 5 h | activation, % at 20 µM | 350,000 compounds, 0.32% hits | AID 504720; in the data active = activation above about 50%
Target sequence (P0AE70 whole entry, looked up): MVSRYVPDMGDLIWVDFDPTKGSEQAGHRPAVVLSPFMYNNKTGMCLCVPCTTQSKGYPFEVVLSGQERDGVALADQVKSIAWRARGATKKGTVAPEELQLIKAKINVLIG
SSB-PriA inh: blocks PriA binding to SSB C-terminal tail | AID 1272365 | AlphaScreen SSBct-PriA binding, biotinylated peptide | inhibition, % at 33 µM | 430,000 compounds, 0.6% hits; in the data active = inhibition mostly above about 37%, no sharp cut-off; inactive = mostly below about 20%;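 also: plate controls were negative control peptide for no effect and reference peptide for full effect; strong numbers were not always called active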
PrPC TRFRET: cell surface PrPC inhibition, primary TR-FRET screen; P04156; TR-FRET read-out; inhibition, % at 13.8 µM; 370,000 compounds, 0.43% hits; AID 720596; in the data active = inhibition above about 24%; also: 0% = median of the test wells and 100% = reference compound wells
Rv3671c inh: inhibitors of M. tuberculosis serine protease Rv3671c; P9WHR9; inhibition, % at 5.96 µM; 320,000 compounds, 0.048% hits; in the data active = inhibition above about 38%;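 also: extracellular domain of Rv3671c used as enzyme; 0% = enzyme with DMSO and 100% = no enzyme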
Target sequence (P9WHR9 whole entry, looked up, the tested form may be a part): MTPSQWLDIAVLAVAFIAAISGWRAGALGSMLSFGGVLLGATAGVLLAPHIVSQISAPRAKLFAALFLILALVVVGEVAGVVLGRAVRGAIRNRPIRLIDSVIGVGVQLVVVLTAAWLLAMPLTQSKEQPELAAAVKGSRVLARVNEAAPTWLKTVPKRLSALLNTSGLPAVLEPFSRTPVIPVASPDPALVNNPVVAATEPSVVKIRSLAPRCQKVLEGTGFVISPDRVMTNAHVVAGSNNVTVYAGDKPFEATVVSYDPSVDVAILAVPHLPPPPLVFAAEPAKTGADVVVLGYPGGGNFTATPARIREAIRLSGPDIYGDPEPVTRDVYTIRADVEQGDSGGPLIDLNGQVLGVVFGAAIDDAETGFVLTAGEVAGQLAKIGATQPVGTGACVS
TcdB GH inh: blocks C. difficile toxin B glycohydrolase activity; P18177; TcdB glycohydrolase enzymatic assay, plate reader; inhibition, % at 9.99 µM; 350,000 compounds, 0.24% hits; AID 652162; in the data active = inhibition above about 10%
CCHFV vOTU inh: CCHFV vOTU protease inhibition. AID 651958. inhibition, % at 11.5 µM. Pep-AMC fluorescence. 370,000 compounds, 0.55% hits; in the data active = inhibition above about 30%; also: 0% = vehicle wells with enzyme and 100% = no enzyme wells
DUSP3 inh: inhibitors of human VHR1 phosphatase (DUSP3) | P51452 | recombinant VHR phosphatase, pNPP absorbance | 290,000 compounds, 0.52% hits | inhibition, % at 13.3 µM; in the data active = inhibition above about 50%; also: some compounds called inactive have numbers as strong as hits
Target sequence (P51452 whole entry, looked up): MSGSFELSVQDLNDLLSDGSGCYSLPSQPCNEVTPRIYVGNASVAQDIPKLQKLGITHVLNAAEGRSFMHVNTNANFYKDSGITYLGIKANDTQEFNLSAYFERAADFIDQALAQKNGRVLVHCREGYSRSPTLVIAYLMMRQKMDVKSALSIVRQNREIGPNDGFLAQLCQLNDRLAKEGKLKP
BH1578 lux ind: inducers of Vibrio cholerae quorum light production without autoinducers. AID 588436. activation, % at 18.7 µM. 350,000 compounds, 0.16% hits. V. cholerae BH1578 lux reporter, luminescence, 6 h; in the data active = activation mostly above about 9.7%, no sharp cut-off; also: not every result past the cut was called active; inactives centre near 0; reference of the scale not given here
* = called active by the depositor; i = inactive; / = no result given; & = joins results of further samples. An excerpt; the hit share may differ from the screen's.

SMILES	Yp Topo-I inh	3CLpro inhibitor	MazEF act	SSB-PriA inh	PrPC TRFRET	Rv3671c inh	TcdB GH inh	CCHFV vOTU inh	DUSP3 inh	BH1578 lux ind
O=c1c(Cc2c(F)cccc2Cl)c(O)ccn1Cc1ccc2c(c1)OCO2	8	3	6	-2	4	-1	0.1	-10	23	i
CCCc1cc(=O)[nH]c(SCC(=O)c2cc(C)n(-c3c(C)n(C)n(-c4ccccc4)c3=O)c2C)n1	12	1	0	-7	2	1	-1.1	6	33	-0.4
COCCNC(=S)N(CCc1c(C)[nH]c2ccccc12)Cc1ccco1	5	0	0	17	-6	-1	1.1	-3	-3	i
O=C(Nc1nccs1)c1ccc(N2CCOCC2)c([N+](=O)[O-])c1	-9	0	1	18	-21	-13	-1.3	20	19	-0.3
CCn1cc(/C=C(\NC(=O)c2ccc(OC)c(OC)c2)C(=O)N2CCN(C)CC2)c2ccccc21	7	-3	9	-9	-13	-5	1.1	0	57*	i
COc1cc(OC)cc(C(=O)N[C@H](C(=O)NCc2ccco2)C(C)C)c1	2	-5	-2	-13	-2	-3	0.7	-4	-11	-0.3
CCOc1ccc(OCC(=O)N(C)c2c(N)n(Cc3ccccc3)c(=O)[nH]c2=O)cc1	7	/	-5	0	0	8	9.3	4	/	1.9
O=S(=O)(c1cccc2nsnc12)N1CCOCC1	4	6	1	-6	-23	12	/	-2	-21	i
O=C(NC(=S)NCCC1=CCCCC1)c1ccc(Br)o1	35	1	-2	-11	-1	-21	1.3	13	21	-0.6
C[C@@H]1CCCCO[C@H](CN(C)S(=O)(=O)c2cn(C)cn2)[C@@H](C)CN([C@H](C)CO)C(=O)c2cc(NC(=O)c3ccncc3)ccc2O1	0	/	1	/	8	/	-11&0.7	14	/	-1.0
CC1CCN(C(=O)COC(=O)CNC(=O)C23CC4CC(CC(C4)C2)C3)CC1	5	/	1	2	-4	9	1.9	4	/	4.2
C[C@@H]1ON(C)[C@H]2C[C@H]3c4[nH]c5ccc(-c6ccc7c(c6)OCO7)cc5c4CCN3C(=O)[C@@H]12	15	/	10	/	-6	/	0.2	-3	/	-0.2
Cn1nc(C(C)(C)C)cc1C(=O)N1CCCCC1c1cc(C(=O)Nc2ccccc2Cl)no1 (stereo unspecified)	2	/	/	/	6	/	0.8	25	/	0.3
O=C(CCc1nc2ccccc2c(=O)[nH]1)N1CCN(S(=O)(=O)c2ccccc2Br)CC1	27	/	3	-10	4	-15	3.2	-10	/	-1.8
CCc1nc2oc3cc(OC)ccc3c(=O)c2c(=O)n1Cc1ccco1	6	-1	14	-4	-2	3	/	-5	14	-0.3
CC(O)CC(=O)NOCc1ccccc1 (stereo unspecified)	0	/	-1	-5	-1	/	2.0	-4	/	i
O=c1c2c3c(sc2n2cnnc2n1CCc1ccccc1)CCCC3	6	-7	4	-1	1	2	/	11	-16	i
NS(=O)(=O)c1ccc(NC(=O)COC(=O)Cc2c[nH]c3ccccc23)cc1	-15	/	6	0	3	12	1.7	9	/	i
COCC(C)NC(=O)NC1(C(F)(F)F)Oc2ccc(Cl)cc2O1 (stereo unspecified)	-4	-2	9	4	-6	-13	/	-8	-6	i
Cc1ccccc1C(=O)N/N=C/c1ccc([N+](=O)[O-])s1	-11	2	-7	/	-69	0	/	16	20	i
Cc1cc2ncn(C(=O)c3cc(-c4ccccc4)nc4ccccc34)c2cc1C	8	1	0	-30	-6	-7	2.2	-9	0	-0.2
O=c1cc(CO)oc(C(Nc2ccccn2)c2cccc(F)c2)c1O (stereo unspecified)	6	3	-14	-29	-9	2	-7.5	4	19	-0.2
O=C(NC1(c2ccccc2)CC1)C1CCC(=O)N(Cc2ccc(Cl)cc2)C1 (stereo unspecified)	4	2	-4	1	-1	-2	0.6	-6	43	i
CC(=O)Nc1ccc(NC(=O)c2ccccc2CCc2ccccc2)cc1	-10	0	1	1	-1	-7	2.6	0	21	i
C=CCN1C(=O)N/C(=C/c2ccccc2OCC(=O)Nc2ccc(F)cc2)C1=O	1	-4	-4	4	5	-11	0.7	10	29	-2.0
O=c1ccc(-c2ccc(S(=O)(=O)Nc3ccccc3)o2)n[nH]1	-7	-2	8	-10	-7	-5	1.6	9	10	-0.4
CCC(=O)Nc1c2c(nn1-c1ccc(C)cc1C)CSC2	-5	3	1	-5	-4	1	/	1	21	-3.6
COc1cccc(NC(=O)c2oc3ccccc3c2NC(=O)C2CC2)c1	10	2	1	14	0	-8	1.7	-9	10	i
CCN(Cc1ccccc1)Cc1c(F)cccc1F	8	-3	-2	-12	10	-2	1.3	-6	-5	-0.6
O=C(Nc1ccc(F)c([N+](=O)[O-])c1)N1C[C@H]2C[C@@H](C1)c1cccc(=O)n1C2	-1	3	8	/	-11	-3	-3.1	15	-24	-0.3
CCc1cccc2c1NC(=O)C2(O)CC(=O)c1cccs1 (stereo unspecified)	-2	-1	2	-12	-11	8	0.5	-16	22	-0.3
CSc1ccccc1NC(=O)c1ccc(Br)o1	0	-2	-3	-3	10	-4	/	4	27	i
COC(=O)c1ccc(NC(=O)CSc2nnc(COc3ccccc3)n2C)cc1	22	3	-1	-28	6	0	/	0	-10	i
CCOC(=O)Nc1ccc(C(N)=O)cc1	5	0	-2	-10	1	-7	/	-8	18	i
O=C(CN1C(=O)CC(c2ccccc2)S(=O)(=O)c2ccccc21)N1CCCCC1 (stereo unspecified)	-2	6	1	-9	13	9	3.3	-6	-8	0.4
Cc1ccc(Oc2ccc(S(=O)(=O)NCC(C)(C)N3CCOCC3)cc2)cc1	21	-5	-5	8	7	5	1.3	-2	-20	-0.5
COc1ccc(NC(=O)COc2ccccc2)cc1Cl	6	3	3	-21	8	-3	1.8	1	14	-0.4
COc1cccc(/C(O)=C/c2nc3ccc(C(=O)NCCc4ccc(Cl)cc4)cc3[nH]c2=O)c1	-2	6	-100	-3	5	/	1.3	9	0	-0.2
CCN(CC)S(=O)(=O)c1ccc(NC(=O)CSc2nc3nc(C)cc(C)c3c(=O)[nH]2)cc1	14	/	5	-9	5	/	0.8	7	/	i
CC(NC(=O)C(NC(=O)C(Cc1c[nH]c2ccccc12)NC(=O)OC(C)(C)C)C(C)C)C(N)=O (stereo unspecified)	-10	1	-1	-2	-9	-2	0.7	6	19	0.0
COc1ccccc1C(=O)NCC(=O)N=Nc1c(O)n(C(C)C)c2ccccc12	8	6	0	-6	-9	-5	-0.2	7	-3	-0.3
O=C(Nc1nccs1)c1ccc(S(=O)(=O)N2CCOCC2)cc1	-10	-5	11	5	11	-5	0.1	-6	2	i
COc1cccc(CNC(=O)c2cccc(Br)c2)c1	-1	-1	0	-30	-3	1	/	-9	5	-0.2
CCn1c(=S)[nH]c2cc(S(=O)(=O)N3CCOCC3)ccc21	-3	/	7	5	-2	1	1.4	-16	/	-3.2
OCCNc1nc(NCCC2=CCCCC2)nc(N2CCOCC2)n1	1	1	0	-5	8	1	/	-13	19	-1.1
O=S(=O)(c1ccc(Cl)cc1)N1CCN(c2nc(C(F)(F)F)nc3ccccc23)CC1	-1	/	2	/	8	/	-0.7	-4	/	-1.3
O=C(O)c1ccccc1Nc1ccccc1C(=O)O	-7	1	-14	0	-1	-5	3.0	16	44	-0.2
O=C(O)c1ccc(-n2nnc3ccccc32)c([N+](=O)[O-])c1	3	-1	10	0	-14	-1	14*	13	20	i
CC1=C(C(=O)OCC2CCCO2)C(c2ccncc2)C2=C(CC(C)(C)CC2=O)N1 (stereo unspecified)	2	0	1	-18	-9	1	/	-36	-11	-1.3
COc1ccc(OC)c(S(=O)(=O)NC2CC2)c1	3	-2	-3	2	-1	-5	0.2	-3	2	-0.2
O=[N+]([O-])c1cc(S(=O)(=O)Nc2ccccc2)ccc1N1CCN(c2ccccc2)CC1	-2	7	11	32	1	-57	0.7	0	3	-1.6
N#CC(=Cc1cccs1)c1nc(-c2ccc(Cl)cc2)cs1	-5	/	-7	/	5	/	0.1	-7	/	0.7
Nc1cc(=O)[nH]c(SCC(=O)NCCC2=CCCCC2)n1	0	/	9	-13	4	4	1.0	-7	/	i
Cc1ccc(C(=O)CCC(=O)OCC(=O)NNC(=O)c2ccccc2Cl)cc1	1	/	4	1	1	-5	1.2	-4	/	-1.3
COc1ccc(N2C(=O)C3CCCN3C2c2cc(OC)c(OC)c(OC)c2)cc1 (stereo unspecified)	0	-5	9	-7	2	-6	-0.2	-4	4	i
COc1ccc2c(c1)c(CCNNC(=O)C(C)(C)C)c(C)n2C(=O)c1ccc(Cl)cc1	31	/	5	-1	-1	-24	0.1	4	/	i
Cc1ccnc(NC(=O)c2ccc3[nH]c(=O)c(=O)[nH]c3c2)c1	-5	1	1	12	2	0	0.3	0	46	-0.3
CC[C@@H](C)[C@H](C(CC(=O)N1CCCC1[C@@H](OC)[C@H](C)C(=O)N[C@H](Cc1ccccc1)c1nccs1)OC)N(C)C(=O)[C@H](NC(=O)[C@@H](C(C)C)N(C)C)C(C)C (stereo partly specified)	23	/	-1	-18	1	/	1.7	10	/	i
Cn1c(=O)n(CCOc2ccc(Cl)cc2Cl)c2ccccc21	2	-2	16	-25	-4	4	/	10	16	/
Cc1ccc(Oc2ccc(/C=N/O)cn2)cc1	-2	-3	8	/	5	-6	/	6	-3	-0.8

Retrieved by structure from above (five):
SMILES	Yp Topo-I inh	3CLpro inhibitor	MazEF act	SSB-PriA inh	PrPC TRFRET	Rv3671c inh	TcdB GH inh	CCHFV vOTU inh	DUSP3 inh	BH1578 lux ind
COc1ccc2c(c1)c(CCNNC(=O)C(C)(C)C)c(C)n2C(=O)c1ccc(Cl)cc1	31	/	5	-1	-1	-24	0.1	4	/	i
Cc1ccc(Oc2ccc(/C=N/O)cn2)cc1	-2	-3	8	/	5	-6	/	6	-3	-0.8
COc1ccc(N2C(=O)C3CCCN3C2c2cc(OC)c(OC)c(OC)c2)cc1 (stereo unspecified)	0	-5	9	-7	2	-6	-0.2	-4	4	i
Cn1c(=O)n(CCOc2ccc(Cl)cc2Cl)c2ccccc21	2	-2	16	-25	-4	4	/	10	16	/
Cc1ccc(C(=O)CCC(=O)OCC(=O)NNC(=O)c2ccccc2Cl)cc1	1	/	4	1	1	-5	1.2	-4	/	-1.3

Remaining list, next part:
SMILES	Yp Topo-I inh	3CLpro inhibitor	MazEF act	SSB-PriA inh	PrPC TRFRET	Rv3671c inh	TcdB GH inh	CCHFV vOTU inh	DUSP3 inh	BH1578 lux ind
O=C(Nc1ccc(S(=O)(=O)NCC2CCCO2)cc1)c1cnccn1 (stereo unspecified)	-1	-2	-8	-15	-3	4	-1.5	9	8	-0.8
O=C(Cc1cccs1)NCc1ccc(Cl)cc1	3	4	17	-5	8	1	1.5	7	30	-0.9
Cc1noc(C)c1CSCC(=O)Nc1cc(S(C)(=O)=O)ccc1Cl	2	/	2	-10	6	-3	1.7	5	/	i
CNC(=O)Cn1nc(-c2ccc(C)cc2)c2ccccc2c1=O	4	2	12	-2	4	-5	-0.2	-11	31	0.3
NC(c1csc(Nc2ccccn2)n1)C1CCCCC1 (stereo unspecified)	2	/	/	/	9	/	2.1	-3	/	-0.3
CC(=O)NCCNC(=O)c1cc(-c2cccc3ccccc23)nc2ccccc12	7	-3	3	-2	-16	0	-1.2	21	30	1.1
COCCSc1ccccc1C(=O)Nc1cc([N+](=O)[O-])ccc1OC	2	4	-5	-1	-7	-7	-0.4	-6	20	-0.3
COc1cccc(NC(=O)CCN2C(=O)c3ccc([N+](=O)[O-])cc3C2=O)c1	-8	0	6	-5	-8	2	-0.6	3	23	i
CCOc1ccc(Oc2ccc(NC(=O)[C@@H](NC(N)=O)[C@@H](C)CC)cc2)cc1	0	0	-26	0	-2	-5	0.0	-6	7	0.4
O=C(COC(=O)c1cccc([N+](=O)[O-])c1)c1ccc(OCc2ccccc2)cc1	-1	-3	-5	-17	3	-5	-0.9	2	15	-0.4
COc1ccc(-c2ccc(NCCN3CCOCC3)nn2)cc1OC	-12	-4	10	4	-13	1	5.7	11	1	i
O=c1c2ccccc2c(C=NCCCN2CCOCC2)c(O)n1Cc1ccccc1	3	-1	2	-4	-16	0	/	11	3	i
